Siah-1 displacement = Siah-1 peptide-binding antagonists, primary screen, biochemical, fluorescence polarization, rhodamine-plectin, uHTS (AID 1817); Siah-1 / rhodamine-plectin peptide fluorescence polarization; higher % means a stronger effect; one-dose displacement, % at 20 µM; IC50 in µM for titrated hits; 0.02% of 290,000 active;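 active = displacement of at least 50% at 20 µM, with a fluorescence ratio check between 0.3 and a set limit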;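 note: plate controls were Siah plus tracer with DMSO for no effect and tracer alone without Siah for full effect; strong numbers were not always called active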
M17LAP inhibition = P. falciparum M17LAP inhibitors, primary screen, biochemical, fluorogenic H-Leu-NHMec substrate, 1536-well (AID 1619); recombinant M17LAP, H-Leu-NHMec fluorogenic kinetic assay; higher % means a stronger effect; inhibition, % at 30 µM, or IC50 in µM where a hit was titrated; 0.38% of 220,000 active;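 active = compound inhibiting the enzyme by more than half at any dose during confirmatory dose-response retesting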;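 note: plate controls were full reaction with DMSO carrier for no effect and no enzyme background for full effect; strong numbers were not always called active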
PMI inhibitors = MPI enzyme activity inhibition – biochemical, fluorescence intensity, coupled assay, primary screen (AID 1209); purified PMI enzyme, coupled fluorescence intensity; higher % means a stronger effect; inhibition, % at 20 µM; hits with a dose series show IC50 in µM; 0.42% of 190,000 active;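 note: plate controls were DMSO vehicle for no effect and wells lacking substrate for full effect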
P. falciparum M1AAP = malaria alanyl aminopeptidase activity blockers – biochemical, fluorogenic H-Leu-NHMec substrate, 1536-well (AID 1445); one-dose inhibition, % at 30 µM; IC50 in µM for titrated hits; recombinant M1AAP, H-Leu-NHMec fluorogenic kinetic assay; higher % means a stronger effect; 0.42% of 220,000 active;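 active = primary inhibition above the hit cutoff, then over 50% inhibition at one or more dose response concentrations, cut at about 23% in these data, passing the limit was not always enough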;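 note: plate controls were DMSO full reaction for no effect and no enzyme background for full effect; strong numbers were not always called active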
AID2073 = inhibitors of Mint1-CaV2.2 protein interaction, biochemical, HTRF (AID 2073). HTRF protein-protein interaction, Mint1-CaV2.2; higher % means a stronger effect. inhibition, % at 20 µM; hits with a dose series show IC50 in µM. 0.19% of 290,000 active; in the data active = inhibition mostly above about 51%, no sharp cut-off; note: some results filed as inactive read as strong as hits
XIAP antagonists = small molecules displacing peptide from XIAP – biochemical, IAP family, fluorescence polarization (AID 1018); 0.007% of 200,000 active; displacement, % at 20 µM, or IC50 in µM where a hit was titrated; XIAP BIR domain, fluorescence polarization peptide displacement; higher % means a stronger effect; in the data active = displacement above about 50%; note: a part of the inactive calls stands beside numbers as strong as those of hits
Dynein cargo inh = dynein cargo transport inhibition | z-score, hits read low | 0.47% of 220,000 active | 3617.4 mouse cells, GR-EGFP nuclear translocation imaging; test concentration mostly 20 µM; stimulated with dexamethasone, 1 µM; stronger effect = lower value;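 active = plate z-score of nuclear minus cytoplasmic receptor signal below a set negative limit, without overly bright fluorescence or cell loss, cut at about -3.5 in these data, passing the limit was not always enough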;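 note: z-score of nuclear minus cytoplasmic ring GR-EGFP intensity difference per well; some compounds called inactive have numbers as strong as hits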
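Buffer or medium: tet-free, stripped-serum medium; Also added: dexamethasone, 1.0 µM final; Technique: high-content fluorescence imaging after fixation; Times: 48 h induction, 1 h compound, 30 min dex at 37 °C; Read-out: per-cell GR-EGFP intensity, nucleus versus surrounding cytoplasmic ring, well-averaged.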
LYP inhibition = PTPN22 lymphoid phosphatase activity blockers – biochemical, fluorescence intensity, uHTS (AID 1779); inhibition, % at 11.5 µM, or IC50 in µM where a hit was titrated; recombinant LYP phosphatase, fluorescence intensity; higher % means a stronger effect; 0.054% of 290,000 active;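 note: plate controls were vehicle with enzyme for no effect and no enzyme for full effect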
human PMI inhibitors = MPI inhibition at elevated mannose 6-phosphate – biochemical, fluorescence intensity, high mannose 6-phosphate, primary screen (AID 1220) | one-dose inhibition, % at 20 µM; IC50 in µM for titrated hits | recombinant PMI enzyme, coupled fluorescence intensity; higher % means a stronger effect | 0.66% of 190,000 active
Dynein cargo inh cytoplasmic EGFP = also measured in Dynein cargo inh; calls as there; z-score; measured here: cytoplasmic GR-EGFP intensity; stronger effect = higher value
Dynein cargo inh nuclear GR-EGFP = also measured in Dynein cargo inh; calls as there; z-score; measured here: nuclear GR-EGFP intensity;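 lower value marks the stronger effect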
Dynein cargo inh cell count = also measured in Dynein cargo inh; calls as there; z-score; measured here: cell count per field
Starred values were filed as active, the others as inactive; . = not tested or not shown. Cut-off read from the data, not from the text of the source, unless noted: active = inhibition above about 50%; inactive = the rest. No enrichment for hits. About 2.1% of those tested had a hit in this group.

Siah-1 displacement,M17LAP inhibition,LYP inhibition,P. falciparum M1AAP,Dynein cargo inh cell count,human PMI inhibitors,compound,PMI inhibitors,Dynein cargo inh,AID2073,XIAP antagonists,Dynein cargo inh cytoplasmic EGFP,Dynein cargo inh nuclear GR-EGFP
2%,8%,-11%,4%,-2.1,.,CC1CCCC(C)N1S(=O)(=O)c1ccc(S(=O)(=O)N2CCOCC2)cc1 (stereo unspecified),.,3.3,14%,.,-0.21,2.1
-4%,-7%,-5%,11%,-1.4,12%,O=C(CSc1nc2cc([N+](=O)[O-])ccc2n1-c1ccc(F)cc1)NC1CCS(=O)(=O)C1 (stereo unspecified),14%,0.75,-7%,-5.4%,-0.11,0.85
0%,15%,-5%,13%,0.84,5%,Cc1cc(C(=O)COC(=O)c2ccc[nH]c2=O)c(C)n1C,5%,-0.49,13%,-3.3%,-0.16,-0.34
-3%,0%,-8%,2%,-0.36,14%,Cc1nc2ccccn2c1P(=O)(N1CCCCC1)N1CCCCC1,1%,-0.52,9%,-4.8%,-0.2,-0.0075
-3%,-8%,-6%,-2%,0.15,1%,COc1cccc(NC(=O)COC(=O)c2c(F)cccc2Cl)c1,4%,-0.038,12%,-4.9%,-0.31,0.21
10%,3%,2%,-1%,0.27,6%,CCCCOc1ccc(Nc2nc(C)cc(C)c2C#N)cc1,6%,-1.1,9%,-3.3%,-0.23,-0.68
-4%,-6%,-4%,2%,-0.35,-15%,O=C(NCCN1CCNCC1)c1ccccn1,-12%,0.45,-1%,-2.3%,-0.13,0.37
2%,-3%,2%,1%,0.97,-2%,CCOc1ccc(/C=N/NC(=O)c2ccc(CSc3nc4ccccc4[nH]3)cc2)cc1,0%,-0.32,1%,-14%,-0.26,-0.47
2%,1%,-9%,-2%,-0.47,-2%,Cn1cnnc1SCC(=O)Nc1cccc(C(=O)O)c1,-6%,0.54,12%,-2.7%,-0.21,0.41
7%,-12%,-2%,-5%,0.52,2%,CC1CCCCN1S(=O)(=O)c1ccc(NC(=O)CSc2nnnn2C)cc1 (stereo unspecified),3%,-0.37,3%,-5.5%,-0.18,0.13
-9%,1%,-5%,-2%,-1,.,Fc1ccc(-c2cc(C(F)(F)C(F)F)[nH]n2)cc1,.,1.1,-11%,.,-0.27,1.2
-2%,19%,-5%,8%,0.17,-8%,Oc1oc(-c2ccccc2Br)nc1/C=N/c1ccccn1,-8%,-0.55,-5%,-0.3%,-0.16,-0.55
-3%,4%,-5%,-4%,-0.95,14%,Nc1nn(-c2ccccc2)nc1C(=O)OCc1ccccc1F,12%,0.44,8%,-4.1%,-0.13,0.27
0%,-8%,-2%,8%,0.47,-17%,S=c1[nH]nc(CSc2nc3ccccc3s2)o1,1%,-0.67,1%,0.8%,-0.22,-0.03
1%,-3%,2%,0%,0.57,3%,O=C(C(Cc1ccccc1)n1cccc1)N1CCN(c2ncccn2)CC1 (stereo unspecified),16%,-0.7,-2%,-13%,-0.11,-0.27
1%,-4%,-4%,-1%,0.17,-1%,S=C(Nc1ccc(Cl)cc1Cl)N1CCCCC1,-4%,-0.4,-33%,70%,-0.12,-0.52
16%,-6%,6%,12%,0.42,17%,Cc1ccc2oc(=O)c3cnn(CC(=O)N4CCCc5ccccc54)c3c2c1,20%,-0.36,9%,-1.4%,-0.22,-0.11
0%,15%,-7%,3%,0.42,-6%,CCCC(=O)NCCCc1nc2ccccc2n1CCC,-18%,-0.21,0%,-6.0%,-0.061,0.52
5%,1%,0%,0%,1.1,-3%,CCN(CC)CCCNC(=O)C1c2ccccc2C(=O)N1Cc1ccc(C)cc1 (stereo unspecified),1%,-0.78,11%,-0.7%,-0.31,-0.26
1%,2%,-3%,5%,0.026,9%,N#CC1=C(N2CCOCC2)/C(=C\c2ccccc2)CC1,13%,-0.047,22%,-1.1%,-0.22,0.022
-2%,-1%,-7%,2%,0.76,-12%,CCOC(=O)CSc1nc(C)[nH]c1[N+](=O)[O-],-11%,-0.37,7%,-8.9%,0.2,-0.12
-4%,-2%,-9%,0%,1.1,1%,Cc1cc(Cl)ccc1OCC(=O)NCc1ccncc1,4%,-0.57,-4%,-1.7%,-0.3,-1.1
1%,-13%,-7%,7%,1.1,.,O=C(c1ccc(F)cc1)N1CCN(c2ccc(N3CCOCC3)nn2)CC1,.,-0.88,16%,.,-0.13,-0.12
7%,10%,-6%,-1%,0.88,9%,Cc1ccnc(NS(=O)(=O)c2ccc(NC(=O)c3c(-c4ccccc4Cl)noc3C)cc2)n1,7%,-0.32,-7%,-18%,-0.23,-0.12
-1%,-6%,-9%,-1%,-1.7,2%,CC(=O)Nc1nc2ccccc2n1CCOc1ccccc1,2%,0.88,-6%,-5.3%,-0.24,0.91
0%,65µM*,5%,9%,-2.5,-4%,c1ccc(-c2nc(Sc3ncnc4c3cnn4-c3ccccc3)n[nH]2)cc1,1%,2.4,19%,-2.5%,-0.3,2
4%,-1%,-1%,7%,2,5%,COC(=O)C1=C(CN2CCN(C)CC2)NC(=O)NC1c1cc(C)ccc1C (stereo unspecified),9%,-0.45,5%,-8.0%,0.5,-0.18
-7%,1%,1%,3%,0.45,-5%,CC(C)=CC(=O)OCc1cc([N+](=O)[O-])cc2c1OCOC2,0%,-2.6,4%,-5.0%,3.1,-0.28
22%,-12%,-7%,3%,-0.76,6%,N#Cc1nc(COc2ccccc2Cl)oc1N1CCCC1,7%,0.54,-2%,-0.7%,-0.21,0.22
13%,-2%,-3%,2%,0.71*,.,O=C1COc2ccc(C(=O)CCl)cc2N1,.,-4*,-11%,.,2.8*,-1.9*
10%,-2%,-4%,2%,-0.24,3%,Cc1cc2c(cc1S(=O)(=O)Nc1cccc(F)c1C)NC(=O)CO2,-1%,-0.2,0%,-1.5%,-0.2,0.43
6%,19%,10%,5%,1.3,-7%,CC1(C)CC(=O)c2sc(NS(=O)(=O)c3ccc(Br)cc3)nc2C1,-19%,-0.58,6%,-3.4%,-0.31,0.26
6%,10%,2%,5%,-1.7,2%,CC(=O)c1ccc(OC(=O)c2cccs2)cc1,5%,1.4,-7%,-6.7%,0.14,1.9
0%,0%,-3%,1%,0.3,17%,O=C(Nc1ccc(Cl)cc1Cl)NC1CCCC1,13%,-0.46,2%,-5.9%,0.81,0.039
0%,-4%,-6%,2%,0.13,-1%,Cc1cc(C)c2c(n1)nn1c(N3CCN(c4ccccc4)CC3)cc(C)nc21,0%,-0.3,11%,-0.1%,-0.2,-0.22
23%,3%,-9%,9%,0.27,11%,O=C(CCCn1c(=O)c2sccc2n(CC(=O)NCC2CCCO2)c1=O)NCc1ccco1 (stereo unspecified),3%,0.59,-3%,-6.7%,-0.3,0.31
6%,4%,-3%,7%,-0.7,1%,O=C(OCC(=O)N1CCN(C(=O)c2ccco2)CC1)c1ccccc1Cc1ccccc1,-1%,1.1,-1%,0.4%,-0.22,1.1
4%,13%,-2%,6%,-0.37,.,O=C1OC2(CCCC2)OC(=O)C1=Cc1c[nH]c2ccccc12,.,0.64,10%,1.3%,-0.2,0.58
1%,-1%,-2%,7%,-0.82,16%,COC(=O)[C@H](C)NC(=O)Nc1cc(OC)ccc1OC,16%,0.024,-6%,-4.1%,-0.25,0.2
1%,5%,4%,8%,1.6,4%,Cc1ccccc1SCC(=O)OCC(=O)Nc1ccc(N(C)C)cc1,8%,-0.75,-12%,-6.9%,-0.29,-0.049
-6%,5%,0%,6%,-1,8%,COc1cc(C2C3=C(CC(C)(C)CC3=O)NC3=C2C(=O)c2ccccc23)ccc1O (stereo unspecified),-4%,0.63,32%,2.1%,-0.29,0.25
-8%,12%,-5%,8%,0.023,-63%,CC(Sc1nnc(NCc2ccccc2)s1)C(=O)Nc1ccc2c(c1)C(=O)c1ccccc1C2=O (stereo unspecified),-20%,0.36,1%,-1.9%,-0.27,-0.18
-7%,1%,1%,2%,0.51,7%,CCOc1ccc(CCNC(=O)C2=C(C)C(=O)OC23CCCCC3)cc1OCC,1%,0.47,-19%,-6.8%,-0.33,-0.024
0%,10%,-4%,2%,0.62,1%,COc1ccc(NC(=O)CSCc2ccccc2C)cc1,-9%,-0.14,-2%,-4.9%,0.14,0.11
5%,-13%,-2%,4%,0.53,3%,Cc1ccc(N=C2NC(=O)CC(C(=O)Nc3ccc4c(c3)OCO4)S2)cc1 (stereo unspecified),-1%,-0.076,-5%,-2.7%,-0.21,0.02
1%,22%,0%,2%,-1.1,-5%,Cc1ccc(NC(=O)C2C3CCCC2C3c2ccccc2)c(C)c1 (stereo unspecified),14%,1.4,-1%,-3.8%,-0.23,0.36
5%,2%,-4%,2%,0.28,8%,COc1ccccc1NC(=O)C(CCS(C)(=O)=O)N1C(=O)c2ccccc2C1=O (stereo unspecified),11%,-0.53,5%,-2.7%,-0.16,0.018
20%,16%,-2%,10%,-2.6,46%,O=C(CNc1ccc2ccccc2c1)N/N=C/c1ccc([N+](=O)[O-])o1,14%,1.3,-2%,0.1%,-0.075,1.5
3%,-2%,7%,6%,0.6,1%,CC12CCC(C/C1=N\N=C1\NC(=O)/C(=C\c3cccc(Br)c3)S1)C2(C)C (stereo unspecified),17%,-0.75,10%,-4.6%,-0.3,-0.58
3%,5%,1%,-1%,0.022,8%,COc1ccc2c(CC(=O)OCC(=O)N3CCc4ccccc43)coc2c1,18%,0.19,2%,-19%,-0.14,0.43

Of the compounds above, four have a nitro group on carbon:
Siah-1 displacement,M17LAP inhibition,LYP inhibition,P. falciparum M1AAP,Dynein cargo inh cell count,human PMI inhibitors,compound,PMI inhibitors,Dynein cargo inh,AID2073,XIAP antagonists,Dynein cargo inh cytoplasmic EGFP,Dynein cargo inh nuclear GR-EGFP
-4%,-7%,-5%,11%,-1.4,12%,O=C(CSc1nc2cc([N+](=O)[O-])ccc2n1-c1ccc(F)cc1)NC1CCS(=O)(=O)C1 (stereo unspecified),14%,0.75,-7%,-5.4%,-0.11,0.85
-2%,-1%,-7%,2%,0.76,-12%,CCOC(=O)CSc1nc(C)[nH]c1[N+](=O)[O-],-11%,-0.37,7%,-8.9%,0.2,-0.12
-7%,1%,1%,3%,0.45,-5%,CC(C)=CC(=O)OCc1cc([N+](=O)[O-])cc2c1OCOC2,0%,-2.6,4%,-5.0%,3.1,-0.28
20%,16%,-2%,10%,-2.6,46%,O=C(CNc1ccc2ccccc2c1)N/N=C/c1ccc([N+](=O)[O-])o1,14%,1.3,-2%,0.1%,-0.075,1.5
